Bioassay records from PubChem.
HTR5A inv ctr: counter-screen for OPRM1-OPRD1 inverse agonists: human HTR5A inverse agonism; P47898; HTR5A cell line, luminescence; AID 504634; actives 0.083% (n = 340,000); inhibition, % at 9.3 µM; in the data active = inhibition mostly above about 23%, no sharp cut-off; inactive = mostly below about 18%;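 note: 0% = cells with DMSO and 100% = no-cell wells with DMSO; some compounds called inactive have numbers as strong as hits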
Target sequence (P47898 whole entry, looked up): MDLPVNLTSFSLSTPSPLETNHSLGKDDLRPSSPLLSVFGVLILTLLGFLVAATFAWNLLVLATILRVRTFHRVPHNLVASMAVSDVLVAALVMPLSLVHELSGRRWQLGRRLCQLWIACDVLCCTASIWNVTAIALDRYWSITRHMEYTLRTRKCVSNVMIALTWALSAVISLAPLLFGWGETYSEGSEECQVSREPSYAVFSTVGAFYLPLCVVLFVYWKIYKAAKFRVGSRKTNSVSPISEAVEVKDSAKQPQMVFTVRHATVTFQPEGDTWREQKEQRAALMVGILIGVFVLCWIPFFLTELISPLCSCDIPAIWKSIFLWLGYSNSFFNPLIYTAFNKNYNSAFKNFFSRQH
phage Ecoli inh: E. coli growth loss with phage present; growth absorbance; inhibition, % at 11.9 µM; actives 0.26% (n = 360,000); in the data active = inhibition above about 11%
SUMO Mot1 rescue: blocks SUMOylation pathway, rescuing yeast Mot1-301 growth | AID 2716 | actives 1% (n = 320,000) | S. cerevisiae Mot1-301 growth rescue, ATP luminescence, 38.5C; percent above DMSO median, 100 means doubled | growth rescue, % at 18.8 µM;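 active = every valid replicate shows activation above 250% relative to neutral control wells; inactive = the rest, any valid replicate at or below 250%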;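 note: OY570 slx delta 5 strain wells were the positive control but not used for scaling; some compounds called inactive have numbers as strong as hits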
PfHsp90 yeast 2: inhibits growth of yeast expressing Plasmodium falciparum Hsp90 | S. cerevisiae expressing PfHsp90, BacTiter-Glo ATP, 48 h; yeast lacking PDR1 and PDR3 efflux regulators | inhibition, % at 9.4 µM | actives 0.32% (n = 310,000) | AID 504621;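 active = every replicate shows inhibition above about 80%, whatever the replicate mean, limit read from the data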;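 note: 0% = DMSO neutral controls and 100% = 20 µM radicicol positive controls; yeast relying on Plasmodium falciparum Hsp90 in place of its own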
E coli growth: reduces bacterial viability in AddAB counter-screen; E. coli V3065 growth, OD600 absorbance, 18 h; inhibition, % at 11.9 µM; actives 0.27% (n = 330,000);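 active = inhibition above the campaign's mean inhibition across all tested compounds plus 3 SD, cut at about 9.9% in these data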;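 note: uninfected addAB+ strain grown without phage in ampicillin broth; 0% = DMSO wells and 100% = ciprofloxacin 0.95 µg/ml wells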
DSG3 Ab inh: human desmoglein-3 autoantibody binding inhibition. binding (percent of control), % at 10 µM. DSG3-coupled beads, scFv-anti-DSG3-GFP binding, flow cytometry; hits give low values. AID 588358. actives 0.48% (n = 310,000). P32926;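 active = binding more than 3 SD below its plate's average and above zero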;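 note: hits lower antibody fragment binding to DSG3; some compounds called inactive have numbers as strong as hits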
PKA-R1A act: PKA-R1A complex activation; PKA-R1A dissociation, Cy5-IP20 fluorescence polarization; scaled: DMSO 0%, 113 µM cGMP 100%; actives 0.083% (n = 340,000); activation, % at 11.4 µM; AID 504707; P00514+P68181;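 active = percent activation above the mean of all tested compounds plus 3 SD, cut at about 19% in these data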;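 note: higher means more PKAc released from R1A so a rise in polarization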
OPRM1-OPRD1 ag: OPRM1-OPRD1 heterodimerization agonism. P35372+P41143. cells, luminescence. activation, % at 9.3 µM. actives 0.3% (n = 340,000). AID 504326; in the data active = activation above about 18%;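 note: 0% = vehicle-treated cells and 100% = reference agonist; values of inactives mirror those of a sister screen read the other way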
HTR5A ag ctr: activates human HTR5A in OPRM1-OPRD1 agonist counter-screen. P47898. HTR5A agonist assay, luminescence, cell-based. activation, % at 9.3 µM. actives 0.61% (n = 340,000). AID 504692; in the data active = activation mostly above about 9.5%, no sharp cut-off; inactive = mostly below about 7.6%;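 note: 0% = cells with vehicle only and 100% = reference agonist; strong numbers were not always called active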
AddAB inh: less growth of phage-infected E. coli with AddAB; E. coli expressing H. pylori AddAB, absorbance growth; inhibition, % at 11.9 µM; actives 0.29% (n = 330,000); AID 435030; in the data active = inhibition above about 12%;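 note: 0% = vehicle wells of infected cells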
OPRM1-OPRD1 inv: inverse agonists of human mu-delta opioid receptor heterodimerization; P35372+P41143; cell-based MOR-DOR heterodimer luminescence, inverse agonism; inhibition, % at 9.3 µM; actives 0.21% (n = 340,000); in the data active = inhibition above about 22%, passing the limit was not always enough;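 note: 0% = cells with DMSO and 100% = wells without cells with DMSO; values of inactives mirror those of a sister screen read the other way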
The depositor's hits bear a star; x = no result given. Outcome played no part in choosing rows (roughly 3.2% active in at least one column).

SMILES | HTR5A inv ctr | phage Ecoli inh | SUMO Mot1 rescue | PfHsp90 yeast 2 | E coli growth | DSG3 Ab inh | PKA-R1A act | OPRM1-OPRD1 ag | HTR5A ag ctr | AddAB inh | OPRM1-OPRD1 inv
COc1ccc(C(=O)NC2CCN(S(=O)(=O)c3ccccc3F)CC2)cc1 | -11 | -2.1 | -4 | -1 | 2.7 | 119 | 5 | -2.6 | 3 | 0.3 | 13
C#CCOCCOCCOCCNc1nc(N2CCN(C(=O)C([C@@H](C)CC)n3cc(C(N)CC(C)C)nn3)CC2)nc(N2CCN(C(=O)[C@H](CCC(=O)O)n3cc(C(N)[C@H](C)CC)nn3)CC2)n1 (stereo partly specified) | -21 | 2.0 | -12 | 10 | -0.3 | 105 | -5 | -0.5 | 8 | 3.1 | 3
COc1ccc(NC(=O)CCNS(=O)(=O)c2ccc3c(c2)CC(C)N3C(C)=O)cc1 (stereo unspecified) | -6 | 1.6 | 0 | -1 | 2.4 | x | 9 | -1.9 | 5 | 3.7 | 10
Cc1cccc(OCCCC(=O)NCC(=O)Nc2cccc(C)c2C)c1 | -7 | -0.3 | 3 | x | -2.6 | 120 | -2 | -1.9 | 3 | -2.4 | 9
C/C(N)=C(/C#N)C(=O)CSc1nnc(Nc2ccccc2)s1 | -12 | 7.3 | -6 | 12 | 0.3 | 108 | 2 | -1.8 | -2 | 0.0 | 8
CCCCn1c(=NC(=O)c2ccco2)c(C(=O)OCC)cc2c(=O)n3cccc(C)c3nc21 | 2 | 0.4 | 9 | -3 | -0.2 | 120 | 7 | -2.1 | 3 | 1.9 | 11
OCC1(Cc2ccccc2)CCCN(Cc2cnn(-c3ccccc3)c2)C1 (stereo unspecified) | 0 | 5.3 | 5 | 2 | -2.4 | 101 | 7 | 1.9 | 0 | 1.9 | -10
CC(C)N(C(=O)c1ccc(C(=O)Nc2ccc([N+](=O)[O-])cc2)cc1)C(C)C | -2 | x | -18 | -11 | 0.1 | 93 | -9 | -0.9 | 1 | -0.3 | 4
N#C/C(=C\N1CCCCC1)S(=O)(=O)c1ccc(Cl)cc1 | x | 3.9 | 4 | x | 1.4 | 100 | x | x | x | 2.4 | x
NNC(=S)Nc1c(Br)cc(F)cc1Br | -24 | 1.3 | 2 | -6 | 2.6 | x | 7 | -0.8 | 5 | 3.1 | 4
COc1ccccc1CCC(=O)NNC(=O)c1cccs1 | -8 | 0.2 | -12 | 11 | -0.8 | 132 | -2 | -2.9 | 2 | -1.4 | 15
COc1ccc(/C=C2\SC(=S)N(CC(=O)OCC(=O)Nc3ccc([N+](=O)[O-])cc3OC)C2=O)cc1 | 26 | -0.8 | x | 1 | x | 98 | 2 | -0.3 | 6 | x | 1
COc1cc(/C=N/n2nnnc2Nc2ccccc2)cc(OC)c1OC | 0 | x | -12 | 4 | -3.5 | 97 | 4 | -1.5 | 4 | 2.6 | 8
Cc1ccc(S(=O)(=O)N2CCN(C(=O)COC(=O)c3nc(Cl)ccc3Cl)CC2)c(C)c1 | 11 | 1.0 | x | 4 | x | 105 | -13 | -2.5 | 1 | x | 10
O=C(N/N=C/c1ccc(OCC(=O)N2CCCCC2)cc1)c1ccccc1 | -28 | 1.9 | 6 | -9 | 0.6 | 102 | -4 | -0.2 | -1 | 0.6 | 1
O=C(O)/C=C/C(=O)Nc1ccccc1-c1ccccc1NC(=O)/C=C/C(=O)O | -18 | 3.2 | -8 | -3 | 1.8 | 95 | 4 | -4.0 | 1 | 0.3 | 21
COc1ccc(Nc2nnc(SCC3CCCCO3)s2)cc1 (stereo unspecified) | 14 | 2.8 | 97 | -33 | 1.5 | 105 | -4 | -1.3 | -1 | 1.2 | 7
COc1ccc(CC(=O)NCC2(c3ccc(OC)c(OC)c3)CCOCC2)cc1 | 13 | -0.9 | 2 | -25 | 1.6 | 76 | -6 | -3.4 | 8 | -0.5 | 18
Cc1n[nH]c(C)c1S(=O)(=O)N1CCN(c2ccccn2)CC1 | 1 | -0.9 | -4 | 0 | -2.8 | 98 | -5 | -3.0 | 0 | 3.8 | 13
O=S(=O)(NCCN1CCOCC1)c1cc(Cl)ccc1Cl | 2 | 4.3 | 4 | 1 | -0.3 | 112 | 8 | 0.2 | 3 | 1.5 | -1
O=S(=O)(c1ccc(Cl)cc1)N1CCN(S(=O)(=O)N2CCCCCC2)CC1 | 8 | 5.5 | 3 | -8 | -1.0 | 103 | 0 | 0.4 | -3 | 1.9 | -2
O=C(N1CCOCC1)N1CCC(c2nc(-c3ccc(S(=O)(=O)N4CCOCC4)cc3)no2)CC1 | 0 | 1.2 | 7 | -12 | -0.7 | 102 | 11 | 0.1 | -1 | -0.4 | -1
Cc1ccc(C(=O)Nc2ncc(Cc3ccc(F)cc3)s2)o1 | 9 | 0.9 | 17 | 13 | -1.4 | 98 | -19 | 0.0 | 3 | 0.4 | 0
O=C(Nc1ccc(N2CCOCC2)cc1)c1ccc(-c2ccccc2[N+](=O)[O-])o1 | 7 | 3.0 | 9 | 10 | 2.8 | 92 | -3 | 3.0 | 2 | 1.4 | -14
Cc1nn(Cc2c(F)c(F)c(F)c(F)c2F)c(C)c1NC(=O)c1cccc(COc2ccccc2Cl)c1 | 7 | 1.7 | -5 | -28 | -0.3 | 93 | 0 | 4.4 | 0 | 3.0 | -24
O=C(OC1CCOC1=O)c1cc(-c2ccccc2)nc2ccccc12 (stereo unspecified) | -21 | 3.9 | 27 | x | -0.5 | 102 | -1 | -0.5 | 3 | 1.7 | 2
CC(C)(C)Nc1c(N)c(=O)oc2ccccc12 | -7 | -0.9 | 3 | 6 | 1.7 | 86 | 11 | -0.5 | 1 | 2.2 | 2
COc1cccc(C(=O)/C=C/c2ccc(OCC#N)c(OC)c2)c1 | -11 | 0.6 | 2 | -20 | -1.6 | 102 | -1 | -3.0 | -4 | 0.7 | 16
CC(C)(CC(=O)O)CC(=O)N1CCN(c2nc3ccc(Cl)cc3s2)CC1 | -3 | x | -19 | 0 | -1.2 | 117 | 8 | -3.8 | 1 | 0.4 | 17
CC(=O)n1cc([C@H]2C=C(C(=O)N3CCN(Cc4ccccc4)CC3)O[C@@H](OCc3ccc(CO)cc3)C2)c2ccccc21 | -29 | -1.1 | 12 | 2 | 0.3 | 101 | -4 | 1.6 | 3 | 0.9 | -9
CN(C)S(=O)(=O)c1ccc(Cl)c(NC(=O)COc2ccccc2[N+](=O)[O-])c1 | 17 | 3.6 | 7 | -5 | -3.1 | 83 | -17 | -3.0 | 1 | -1.7 | 15
CCN(CC)S(=O)(=O)c1ccc(N2CCCC2)c(NS(=O)(=O)c2ccc(F)cc2)c1 | 8 | 3.4 | 16 | 13 | -0.5 | 103 | 2 | -1.8 | 0 | 3.6 | 8
O=C(NC1CCCCC1)C(c1ccco1)N(C(=O)c1csnn1)c1cccc(Cl)c1 (stereo unspecified) | -24 | 1.1 | 218 | -20 | -1.8 | 93 | 0 | 1.3 | 8 | -0.2 | -11
CCc1ccccc1NC(=O)C(Cc1ccccc1)c1nn[nH]n1 (stereo unspecified) | 7 | 0.3 | 201 | 7 | -0.3 | 127 | 8 | -2.4 | -2 | 0.6 | 12
CC(=NNC(=O)c1ccc2nc[nH]c2c1)c1ccc(Br)cc1 | 2 | 3.1 | -5 | 11 | 1.8 | 136 | 2 | -1.4 | -1 | -0.7 | 7
O=C(Cc1ccccc1)Nc1ccc(C(=O)NCC2COc3ccccc3O2)cc1 (stereo unspecified) | -23 | 0.6 | 2 | -2 | 0.4 | 118 | -5 | -2.6 | 9 | 0.0 | 14
CSc1ccc(CN(C)C(=O)c2cc(S(=O)(=O)NCc3ccccc3)ccc2C)cc1 | 3 | -3.0 | -3 | 29 | -1.6 | 92 | 7 | -0.4 | -1 | -1.0 | 3
COc1cccc(CNC(=O)CCCSc2ccccc2)c1 | -15 | 0.7 | 98 | 4 | -0.1 | 120 | 15 | 0.6 | 1 | 2.6 | -5
CC(C)[C@H](NC(=O)c1ccccc1Cl)C(=O)OCC(=O)Nc1ccc(S(=O)(=O)N2CCOCC2)cc1 | -10 | -0.8 | -11 | 5 | -0.7 | 98 | 1 | 0.2 | 3 | 2.2 | -1
Cc1ccc(-n2c(SCC(=O)Nc3cccc(S(=O)(=O)NC4=NCCCCC4)c3)nc3ccccc3c2=O)cc1C | 12 | 3.5 | 15 | 21 | 0.1 | 101 | -3 | 1.1 | -4 | 3.0 | -7
CC1(C)O[C@@H]2[C@H](O1)[C@@H](COS(=O)(=O)O)O[C@H]2n1cc(Br)c(=O)[nH]c1=O | -9 | 1.8 | 12 | x | -1.5 | 97 | -5 | -1.3 | 0 | 5.2 | 7
O=S(=O)(c1ccc(F)c(F)c1)N1CCN(c2ccccn2)CC1 | 4 | 1.8 | -7 | -8 | -0.5 | 102 | -14 | -0.9 | -1 | 0.4 | 4
CC(C)c1ccc(OCC(=O)NC(C)c2ccccc2)cc1 (stereo unspecified) | 2 | 2.5 | 0 | -17 | -3.9 | 94 | -7 | 3.4 | -1 | -0.5 | -16
COCC(C)n1c(SCC(=O)N2CCc3ccccc3C2)nc2ccccc2c1=O (stereo unspecified) | -3 | 2.3 | -6 | 15 | 0.6 | 94 | -4 | 0.2 | 3 | 0.2 | -1
NC(=NCCc1ccccc1)NS(=O)(=O)c1ccc2ccccc2c1 | -6 | 4.0 | 9 | -5 | 2.6 | x | 0 | 0.4 | -2 | 4.3 | -2
Cc1ccccc1NC(=S)N(CCN1CCOCC1)Cc1ccccc1F | 21 | -0.1 | -15 | 23 | -4.2 | 99 | -8 | -2.8 | 2 | -0.9 | 13
O=C(N/N=C/c1ccncc1)c1ccccc1 | 2 | 0.6 | x | -8 | -0.2 | 102 | -3 | -1.7 | -1 | -0.2 | 9
Cc1ccc(NC(=O)CSc2nncn2N)cc1C | 2 | 0.0 | -6 | -10 | -1.6 | 103 | 5 | -1.9 | 0 | 1.7 | 10
Clc1cccc(C2Nc3cccc4cccc(c34)N2)c1 | -18 | 0.0 | -7 | 15 | -1.5 | 120 | 7 | 0.0 | 5 | 3.1 | 0
CCOC(=O)N1CCC(NCCNC(=O)c2ccc(Cl)cc2)CC1 | -5 | 1.5 | 9 | -7 | 1.5 | x | 4 | -3.0 | 3 | 0.7 | 16
CCOC(=O)CCc1nc2ccccc2[nH]1 | -3 | 3.0 | -20 | 23 | 0.4 | 85 | -8 | -2.7 | -1 | 1.4 | 15
CCOC(=O)C(Cc1nc(OCc2ccccc2)cc(OCc2ccccc2)n1)=NO | -10 | 2.9 | x | -35 | x | 107 | 3 | 3.7 | 3 | x | -19
